p53 reactivator: re-activators of mutant p53. H1299 p53-A138V BP100-luciferase reporter, luminescence, 24 h. Potency, µM (titrated, usually from 92.2 µM), without a hit: at the highest dose activity change, positive = activation, actives largely listed as activators. 0.063% of 320,000 active. AID 504706; also: potency is read from the fitted curve at half-maximal effect; % of control where 0% means no effect; nearly all actives have a fitted effect of over 45% in size
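H1299 (p53-null), stable ts p53-A138V + BP100-Luc; 1000 cells/well, Opti-MEM/10% FBS; cpd 4 pt, 1:5; 24 h, 37 deg C, 5% CO2; detection reagent 10 min RT; luminescence.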
BRCA1 expr act: increases BRCA1 expression. MCF7-BRCA1-FFLuc reporter, luminescence, 48 h; response scale: scaled: vehicle 0%, 10 µM genistein 100%. Potency, µM (top dose mostly 46.1 µM), inactives show at the top dose activation, usual class: activators. 1.1% of 380,000 active; also: potency is read from the fitted curve at half-maximal effect; nearly all actives have a fitted effect of over 80% in size; some results filed as inactive show a strong effect at the top dose
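Luminescence from a BRCA1-driven firefly luciferase in MCF7 cells was read after 48 h compound exposure at 37 C. Data normalized against DMSO and a 10microM genistein activation control, then curve-fitted across the titration.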
Rab9 prom act: activates the Rab9 promoter. Huh7 Rab9 promoter-luciferase reporter, luminescence, 24 h. Potency, µM (titrated, usually from 9.22 µM), inactives show at the top dose activation, negative = inhibition, most hits filed as activators. 2.8% of 320,000 active. AID 485297; also: potency is read from the fitted curve at half-maximal effect; % of control where 0% means no effect; nearly all actives have a fitted effect of over 60% in size
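Luminescence from Amplite-detected luciferase (10 minutes, ambient) reports Rab9 promoter activation. Before that, stable Rab9-luciferase Huh7 cells (1500/well, reduced-serum OP-MEM I plus 10% FBS) were exposed to compound for 24 hours at 37C.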
ELG1 genotox: induces genotoxicity in HEK293T cells with luciferase-tagged ELG1; HEK293T ELG1-luciferase reporter, luminescence, 16 h; Potency, µM (titrated, usually from 46 µM), for inactives: at the highest dose activity change, positive = activation, hits mostly activators; 1.3% of 330,000 active; AID 504466; also: potency is read from the fitted curve at half-maximal effect; % of control where 0% means no effect; nearly all actives have a fitted effect of over 60% in size
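Step 1: seed 2,000 HEK293T ELG1-luciferase cells per well. Step 2: add compound or DMSO, incubate 16 hr at 37 °C. Step 3: ONE-Glo, 30 min at room temperature, read luminescence.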
NPC1 promoter act: activators of NPC1 promoter; Huh7 NPC1 promoter luciferase reporter, 24 h; 2.4% of 320,000 active; AID 485313; Potency, µM (highest dose often 9.22 µM), for the others: at the top dose activation, usual class: activators;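 also: potency is read from the fitted curve at half-maximal effect; % of control where 0% means no effect; nearly all actives have a fitted effect of over 60% in size; reporter is driven by a mutant NPC1 promoter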
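Luminescence from an NPC1 promoter-driven luciferase reporter in stably transfected Huh7 cells was measured after 24 h compound treatment at 37 °C, followed by 10 min ambient incubation with luciferase detection reagent.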
Gal4-VP16 FLuc: counter-screen for ROR gamma inhibitors: Gal4-VP16 reporter; Drosophila S2 Gal4-VP16 UAS-luciferase, luminescence, 20 h; Potency, µM (doses to about 53.6 µM), for the others: at the highest dose activity, negative = inhibition, hits mostly inhibitors; 3.5% of 310,000 active; AID 2546;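 also: Gal4-VP16 expression switched on by copper sulfate through the metallothionein promoter; potency is read from the fitted curve at half-maximal effect; % is scaled to controls: 0 for no effect and ±100 for the full control effect; nearly all actives have a fitted effect of over 50% in size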
TRPV1 ag: agonists of human vanilloid receptor 1 (TRPV1); TRPV1-expressing cells, Fluo-8 calcium influx, agonist mode; activation, % at 8.33 µM; 0.19% of 320,000 active; in the data active = activation above about 80%; inconclusive = between about 30% and that limit; also: 0% is about no effect
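Cells expressing TRPV1 were dye-loaded with Fluo-8 and read kinetically: 10 s baseline, 3 min after compound (agonist portion), then 2 min after EC20 capsaicin (allosteric enhancer portion). Calcium-bound dye fluorescence at 480/520 nm.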
RORgamma inh: ROR gamma (mouse) transcription inhibition | 5.4% of 310,000 active | Drosophila S2 Gal4-RORgamma UAS-luciferase reporter, 20 h | AID 2551 | Potency, µM (highest dose often 53.6 µM), without a hit: at the highest dose activity change, negative = inhibition, hits mostly inhibitors | P51450; also: potency is read from the fitted curve at half-maximal effect; % is scaled to controls: 0 for no effect and ±100 for the full control effect; nearly all actives have a fitted effect of over 60% in size
Target sequence (P51450 whole entry, looked up, the tested form may be a part): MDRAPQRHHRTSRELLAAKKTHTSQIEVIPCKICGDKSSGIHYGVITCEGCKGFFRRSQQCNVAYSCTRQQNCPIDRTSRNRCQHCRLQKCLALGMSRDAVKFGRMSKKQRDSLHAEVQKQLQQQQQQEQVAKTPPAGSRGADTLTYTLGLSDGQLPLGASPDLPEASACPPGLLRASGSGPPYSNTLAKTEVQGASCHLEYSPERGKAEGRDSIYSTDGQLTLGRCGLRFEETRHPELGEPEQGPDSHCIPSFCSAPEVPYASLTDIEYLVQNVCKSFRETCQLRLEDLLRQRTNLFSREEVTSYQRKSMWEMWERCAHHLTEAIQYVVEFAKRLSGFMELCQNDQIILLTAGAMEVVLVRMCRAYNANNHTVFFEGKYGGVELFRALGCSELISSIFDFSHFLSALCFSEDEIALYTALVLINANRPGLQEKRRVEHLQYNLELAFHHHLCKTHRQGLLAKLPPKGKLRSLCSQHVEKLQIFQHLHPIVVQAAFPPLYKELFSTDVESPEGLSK
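Luciferase reporter read in Schneider cells carrying Gal4-RORγ (mouse) and UAS-Photinus luciferase; cells given compound 1 h before 700 uM copper sulfate induction, then incubated 20 h at ambient temperature.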
FLuc modulator: firefly luciferase modulation, counter-screen for miR-21 project; purified FLuc, Km substrates, luminescence inhibition; Potency, µM (titrated, usually from 57.5 µM), for the others: top-dose activity change, negative = inhibition, most hits filed as inhibitors; 6.9% of 360,000 active;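 also: potency is read from the fitted curve at half-maximal effect; plate controls were vehicle for no effect and reference inhibitor for full effect; nearly all actives have a fitted effect of over 55% in size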
Target sequence (P08659 whole entry, looked up): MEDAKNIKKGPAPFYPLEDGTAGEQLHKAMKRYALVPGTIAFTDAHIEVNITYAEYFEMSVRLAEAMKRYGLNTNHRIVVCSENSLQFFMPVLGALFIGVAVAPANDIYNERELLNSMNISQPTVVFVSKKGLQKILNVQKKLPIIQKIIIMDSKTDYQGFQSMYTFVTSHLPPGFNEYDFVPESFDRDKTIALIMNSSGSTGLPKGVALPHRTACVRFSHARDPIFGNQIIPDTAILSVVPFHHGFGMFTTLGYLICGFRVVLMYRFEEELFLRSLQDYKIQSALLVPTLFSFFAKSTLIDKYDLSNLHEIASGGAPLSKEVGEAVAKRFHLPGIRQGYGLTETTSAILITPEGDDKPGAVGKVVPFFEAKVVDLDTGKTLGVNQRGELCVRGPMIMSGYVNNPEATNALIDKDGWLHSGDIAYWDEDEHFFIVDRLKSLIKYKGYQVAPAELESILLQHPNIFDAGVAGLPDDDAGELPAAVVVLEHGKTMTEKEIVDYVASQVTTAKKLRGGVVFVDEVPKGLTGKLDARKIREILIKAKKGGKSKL
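Purified P. pyralis luciferase, 10 nM final, with Km-level 10 uM D-luciferin and 10 uM ATP in 50 mM Tris acetate pH 7.5, 10 mM Mg acetate, 0.01% Tween-20, 0.05% BSA; 6-point qHTS titration about 60 µM downward; luminescence read.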
Tb PFK inh: blocks T. brucei phosphofructokinase | AID 485367 | O15648 | Potency, µM (titrated, usually from 57.5 µM), for the others: at the top dose activity, negative = inhibition, hits mostly inhibitors | 0.17% of 330,000 active | T. brucei PFK, ADP-Glo luminescence;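 also: potency is read from the fitted curve at half-maximal effect; 0% = uninhibited 1x PFK enzyme wells and -100% = no-enzyme wells; nearly all actives have a fitted effect of over 60% in size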
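In TEA buffer at pH 8.0 with 5 mM MgCl2, enzyme (1.25 nM) converted F6P (0.5 mM) and ATP (0.1 mM) for 45 min at room temperature. ADP product was read by luciferase luminescence.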
ELG1 repair inh: blocks ELG1-dependent DNA repair in HEK293T cells; HEK293T ELG1-luciferase reporter, luminescence, 16 h; DNA damage induced by 5-fluorouridine; Potency, µM (titrated, usually from 46.1 µM), inactives show at the highest dose activity change, negative = inhibition, most hits filed as inhibitors; AID 504467; 2.3% of 330,000 active; also: potency is read from the fitted curve at half-maximal effect; % is scaled to controls: 0 for no effect and ±100 for the full control effect; nearly all actives have a fitted effect of over 55% in size
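HEK293T cells expressing luciferase-tagged ELG1 (2,000/well) received 5-Fluorouridine plus compound or DMSO for 16 hr at 37 °C. Luciferase was read by ONE-Glo luminescence after 30 min at room temperature.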
Starred values were filed as active, the others as inactive; ? = inconclusive; / = not tested or not shown; [ ] = another dose, or the depositor's remark. Unless noted, calls follow the shape of the dose curve; as a rule, active = well fitted curve in the direction sought with a large enough effect; inconclusive = small, poorly fitted or top-dose-only effect, or another doubt; inactive = no such curve, though single readings can be large; an effect the other way counts as inactive or inconclusive.

structure	p53 reactivator	BRCA1 expr act	Rab9 prom act	ELG1 genotox	NPC1 promoter act	Gal4-VP16 FLuc	TRPV1 ag	RORgamma inh	FLuc modulator	Tb PFK inh	ELG1 repair inh
CCc1ccc(Nc2nnc(SCC(=O)NC(=O)c3cccn3C)s2)cc1	5%	-34%	-6%	?	1%	4%[10 µM]	?	?	?	-2%	?
O=S1(=O)N=C(N/N=C/c2ccco2)c2ccccc21	-4%	2%	-7%	0%	0%	?	2	7.9µM*	-12%	1%	?
Cc1c(Br)c([N+](=O)[O-])nn1CC(=O)NC1CCCCCC1	7%	-31%	-2%	0%	-1%	12%	9	15%	-2%	2%	3%
Cc1cccn2c(CN(C)C3CCCc4ccccc43)c(C(=O)N3CCOCC3)nc12 (centres undefined)	-4%	0%	-14%	-5%	1%	2%	?	32%	6%	1%	8%
Cc1cc(C)n(-c2cc(C(=O)O)cc(C(=O)O)c2)n1	0%	-2%	-4%	0%	-3%	-1%	4	-15%	2%	2%	4%
Cc1[nH]c2ccc(-c3n[nH]c(=S)n3Cc3ccccc3)cc2c1C	2%	-10%	-6%	0%	-7%	-14%	5	10µM*	-3%	-4%	15%
Nc1nc(SCn2nnc3ccccc3c2=O)n[nH]1	13%	6%	-4%	4%	3%	15%	3	-3%	4%	0%	10%
Cc1c(C#N)c(NC(=O)c2cccc(Cl)c2)n(Cc2ccccc2)c1C	5%	-37%	-12%	1%	-4%	-10%	5	1%	11%	2%	?
O=C1Nc2ccc(F)cc2C12Nc1ccccc1-c1nnc(SCc3ccccc3Cl)nc1O2 (centres undefined)	5%	-31%	-1%	-2%	2%	-2%	1	-2%	-18%	4%	-16%
COc1cc(C2NC(=O)NC(O)(C(F)(F)F)C2C(=O)c2cccs2)ccc1O (centres undefined)	16%	2%	-4%	3%	-4%	7%	-2	33%	3%	-2%	8%
CC1CCc2sc(C(=O)NC3CCN(Cc4ccccc4)CC3)cc2C1 (centres undefined)	3%	-14%	-8%	-1%	-10%	/	?	/	-5%	-3%	-7%
O=S(=O)(Nc1cccc(Cl)c1)c1cccc(-n2cnnn2)c1	-11%	-15%	/	1%	/	/	/	/	/	-8%	2%
COc1ccc(C(=O)CSc2nnc(CNC(=O)c3ccco3)n2C)cc1	1%	11%	-6%	2%	0%	-8%	-1	4%	2%	-1%	-9%
COc1ccc(OC)c(C(=O)c2ccc(C(=O)Nc3ccccc3)cc2)c1	5%	-3%	2%	2%	0%	6%	26	-16%	2%	-4%	-6%
CCCCn1c(N)c(NCc2ccccc2OC)c(=O)[nH]c1=O	-4%	0%	7%	1%	8%	1%	1	-19%	-10%	-1%	-3%
Cc1ccccc1OCC(=O)NC1=NCCS1	?	?	2.8µM*	9.2µM*	1.8µM*	7%	-1	-44%	12µM*	-3%	?
O=C(COC(=O)Cc1cccs1)NCC(=O)Nc1ccc(F)cc1	-3%	13%	-4%	4%	0%	/	-2	/	-1%	-5%	9%
O=C(COC(=O)C12CC3CC(CC(O)(C3)C1)C2)Nc1ccc(Cl)cc1F	?	3%	1.3µM*	?	?	/	5	/	7.6µM*	-1%	?
COc1cccc(NC(C)=[N+](C)CCNS(=O)(=O)c2ccc(Cl)cc2)c1	?	1%	1%	?	-4%	12%	-2	-1%	-1%	2%	?
Cc1ccc(OCc2nc(C#N)c(N3CCCC3)o2)cc1	5%	20%	-1%	1%	-7%	-1%	3	11%	-2%	-1%	12%
Cc1cc(OCCCCOc2ccc(S(N)(=O)=O)c(C)c2)ccc1S(N)(=O)=O	-4%	-39%	-1%	-1%	-3%	-27%	0	?	5%	5%	-24%
Cc1ccccc1-n1nnnc1SCC(=O)NCC1(N2CCOCC2)CCCCC1	3%	1%	2%	-2%	0%	/	8	/	5%	-7%	-9%
O=C1c2ccccc2C(=O)N1CCn1ccnc1	-1%	-24%	5%	-2%	-7%	-3%	2	28%	-2%	-2%	3%
Cc1cc(Nc2ccc(Br)cc2)nc(-c2ccccc2O)n1	23%	-2%	10%	3%	-4%	-15%	0	?	?	0%	5%
O=C(Nc1cccc(-c2cn3ccsc3n2)c1)c1ccccc1	-1%	56%	15%	-8%	14%	10%	1	0%	11µM*	-2%	?
CS(=O)(=O)c1ccccc1C(=O)Nc1cccc2ncccc12	7%	32%	2%	0%	0%	3%	-2	-1%	-2%	0%	0%
CCCOc1ccc(C(=O)NCCC(=O)NCCCC(=O)O)cc1	0%	0%	-3%	0%	-1%	5%	-1	15%	2%	0%	0%
Cc1ccc(OCCOCCn2ccnc2)c(Br)c1	13%	51%	6%	-1%	4%	5%	-3	?	-27%	-1%	?
O=C(NNC(=O)C12CC3CC(CC(Br)(C3)C1)C2)c1ccccc1F	6%	-39%	/	-1%	/	/	/	/	/	2%	6%
CC1CCN(C(=O)CN2C(=O)C(=O)N(C)C2=O)c2ccccc2S1 (centres undefined)	2%	2%	-5%	1%	2%	/	2	/	/	0%	10%

More compounds:
structure	p53 reactivator	BRCA1 expr act	Rab9 prom act	ELG1 genotox	NPC1 promoter act	Gal4-VP16 FLuc	TRPV1 ag	RORgamma inh	FLuc modulator	Tb PFK inh	ELG1 repair inh
Cn1c(=O)[nH]c(=O)c2c1nc(N1CCCCC1)n2C/C=N/NC(=O)c1cc(Br)ccc1O	7%	1%	2%	0%	-1%	?	-6	13µM*	-8%	0%	-13%
CC(C)Cc1cc(C(=O)N2CCN(C(c3ccccc3)c3ccccc3)CC2)no1	5%	-2%	7%	-3%	-1%	1%	/	-20%	-1%	0%	-18%
O=C(Nc1ccc(S(=O)(=O)N2CCC(C(=O)NC3CCCCC3)CC2)cc1)c1ccco1	-4%	-23%	0%	12%	-3%	-7%	9	10%	-1%	-1%	-22%
O=C(NC1CCN(S(=O)(=O)c2ccccc2F)CC1)c1cccnc1	-1%	-11%	3%	-5%	2%	5%	-2	11%	1%	0%	-5%
CCOC(=O)/C=C1\CN(C(C)c2ccccc2)S(=O)(=O)c2ccccc21 (centres undefined)	/	2%	-1%	-2%	-2%	4%	6	-21%	2%	1%	10%
CC[n+]1c(/C=C/c2ccc(OC(C)=O)c(OC)c2)ccc2ccccc21	-3%	-4%	-13%	?	-23%	-23%	-2	-22%	19µM*	-11%	?
CCCCCCC(=O)NC(Nc1ccc(S(N)(=O)=O)cc1)C(Cl)(Cl)Cl (centres undefined)	2%	-9%	-4%	0%	-1%	-1%	22	27%	3%	1%	-25%

Five entries already listed, arranged by formula weight, rising:
structure	p53 reactivator	BRCA1 expr act	Rab9 prom act	ELG1 genotox	NPC1 promoter act	Gal4-VP16 FLuc	TRPV1 ag	RORgamma inh	FLuc modulator	Tb PFK inh	ELG1 repair inh
O=C(Nc1cccc(-c2cn3ccsc3n2)c1)c1ccccc1	-1%	56%	15%	-8%	14%	10%	1	0%	11µM*	-2%	?
Cc1c(Br)c([N+](=O)[O-])nn1CC(=O)NC1CCCCCC1	7%	-31%	-2%	0%	-1%	12%	9	15%	-2%	2%	3%
O=C(NC1CCN(S(=O)(=O)c2ccccc2F)CC1)c1cccnc1	-1%	-11%	3%	-5%	2%	5%	-2	11%	1%	0%	-5%
CCOC(=O)/C=C1\CN(C(C)c2ccccc2)S(=O)(=O)c2ccccc21 (centres undefined)	/	2%	-1%	-2%	-2%	4%	6	-21%	2%	1%	10%
Cc1ccccc1-n1nnnc1SCC(=O)NCC1(N2CCOCC2)CCCCC1	3%	1%	2%	-2%	0%	/	8	/	5%	-7%	-9%

Single records (already shown):
Cc1[nH]c2ccc(-c3n[nH]c(=S)n3Cc3ccccc3)cc2c1C as listed: p53 reactivator = 2%; BRCA1 expr act = -10%; Rab9 prom act = -6%; ELG1 genotox = 0%; NPC1 promoter act = -7%; Gal4-VP16 FLuc = -14%; TRPV1 ag = 5; RORgamma inh = 10µM*; FLuc modulator = -3%; Tb PFK inh = -4%; ELG1 repair inh = 15%
CCc1ccc(Nc2nnc(SCC(=O)NC(=O)c3cccn3C)s2)cc1 as listed: p53 reactivator = 5%; BRCA1 expr act = -34%; Rab9 prom act = -6%; ELG1 genotox = ?; NPC1 promoter act = 1%; Gal4-VP16 FLuc = 4%[10 µM]; TRPV1 ag = ?; RORgamma inh = ?; FLuc modulator = ?; Tb PFK inh = -2%; ELG1 repair inh = ?
